Screens (PubChem)
C2C12 statin: suppressors of statin myotoxicity in C2C12 myotubes, primary screen, cell-based, single point, plate reader | C2C12 myotubes + simvastatin, ATP luminescence, 48 h; scaled: DMSO 0, geranylgeraniol control 100 | rescue of ATP level, % at 7.49 µM | 330,000 tested, 0.78% active | AID 602340, 2012;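 active = mean ATP rescue above about 67%, or every replicate alone reaching that limit, limit read from the data, passing the limit was not always enough; inconclusive = no clear call, values can overlap the other calls; inactive = mean under the limit and some replicate under it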;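 also: myotubes were challenged with 10 µM simvastatin during compound exposure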
PglD DTNB: C. jejuni PglD acetyltransferase inhibitors, primary screen, biochemical, DTNB colorimetric, single point; UDP-N-acetylbacillosamine N-acetyltransferase PglD (Campylobacter jejuni); purified PglD enzyme, DTNB colorimetric CoA detection; inhibition, % at 12.5 µM; 360,000 tested, 0.098% active; in the data active = inhibition above about 16%, passing the limit was not always enough; inconclusive = no clear call, values can overlap the other calls; also: strong numbers were not always called active
The depositor's hits bear a star; ? = inconclusive. Not all compounds are listed; count on the stated rates, not on these rows.

SMILES	C2C12 statin	PglD DTNB
O=C(CSc1nc2ccccc2[nH]1)c1ccco1	16	4
O=C(O)C1C2C=CC(C2)C1C(=O)NC(c1ccccc1)c1ccccc1 (stereo unspecified)	-6	3
COc1ccc(Cl)cc1S(=O)(=O)N1CCN(C(=O)c2cc(OC)c(OC)c(OC)c2)CC1	-6	10
CCOC(=O)c1ccc(CNC(=O)c2n[nH]c(=O)c3ccccc23)o1	-4	1
Cn1c(SCc2ccccc2Cl)nc(C(F)(F)F)cc1=O	-3	0
COc1ccc(NC(=O)CC2COc3ccccc3O2)c(OC)c1 (stereo unspecified)	2	1
COCCSc1ccccc1C(=O)N1CCOCC1	4	-2
Cc1nonc1NC(=O)c1ccc(Cl)c(S(=O)(=O)N2CCCCC2)c1	2	-7
Cc1ccc(C(=O)OCC(=O)c2ccc(Cl)s2)s1	-3	0
O=c1[nH]nc(CSCc2ccccc2Cl)[nH]1	-9	1
Cc1cc(NC(=O)Nc2ccc(F)c(Cl)c2)no1	-5	-24
Cn1ccnc1SCC(=O)Nc1ccc2c(c1)COC2=O	-8	-3
COc1ccc(S(=O)(=O)N2CCCC2)c(C)c1C	13	-4
CCCC(=O)Nc1sc2c(c1C#N)CCCC2	-17	-2
C#CCOCCOCCOCCNc1nc(N2CCN(C(=O)[C@H](Cc3cc4ccccc4[nH]3)n3cc([C@@H](N)CC(C)C)nn3)CC2)nc(N2CCN(C(=O)[C@H](Cc3cc4ccccc4[nH]3)n3cc([C@@H](N)CC(C)C)nn3)CC2)n1	-5	-6
CCCn1cc(S(=O)(=O)CC(=O)Nc2ccc(OC)cc2OC)c2ccccc21	17	0
CC(=O)Nc1nonc1NC(=O)c1ccc(C(C)(C)C)cc1	-4	1
C=CCNc1nc(N2CCCCC2)c(C#N)c2c1CN(Cc1ccccc1)CC2	-4	-9
Cc1ccc(CNC(=O)C(C)OC(=O)c2ccco2)cc1 (stereo unspecified)	13	-1
O=C1C2ON(c3ccccc3)C(c3ccccc3F)C2C(=O)N1c1ccccc1 (stereo unspecified)	-6	-3
CCOC(=O)c1c(C)nc2c3ccccc3ccn12	-9	4
COc1cccc(NC(=O)C2CC(=O)N=C(N)S2)c1 (stereo unspecified)	14	0
Cc1ccc(N2CC(C(=O)Nc3nccs3)CC2=O)cc1Cl (stereo unspecified)	-273	-3
CC(=O)Nc1ccc(S(=O)(=O)N2CCC(c3nnc(-c4ccc(C)cc4)o3)CC2)cc1	2	0
Cn1c(COc2ccc3ccccc3c2)nnc1SCC(N)=O	0	0
Cc1cc(C)c2c(n1)nn1c(-n3ccnc3)cc(C)nc21	12	-6
CCOC(=O)N1CCC(Nc2c(-c3ccccc3)c(=O)c2=O)CC1	14	0
O=C(O)C1C2CCC(C2)C1C(=O)Nc1cc(F)ccc1F (stereo unspecified)	4	-2
COc1ccc(-c2cn3c(C)c(C(=O)Nc4cc(NC(C)=O)ccc4OC)sc3n2)cc1	-38	1
Cc1nn(-c2ccc(F)cc2)c(Cl)c1/C=C(\CCC(=O)O)c1nc2ccccc2s1	-18	-2
COC(=O)c1cc2ccccc2c(-c2c(OC)c(C(=O)OC)cc3ccccc23)c1OC	2	-6
COc1ccccc1-c1ccc(Nc2cccc(C(F)(F)F)c2)nn1	-39	4
O=C(CCn1c(=O)c2ccccc2n(Cc2ccccc2)c1=O)NCc1ccc2c(c1)OCO2	7	1
COc1ccc(C2CC(=O)C3=C(C2)Nc2ccccc2N(C(C)=O)C3c2ccco2)cc1 (stereo unspecified)	12	1
CCOC(=O)c1cnc(-n2cc(C)cn2)nc1Nc1ccccc1OC	-3	2
Cn1c(=O)c2c(nc(NCc3ccco3)n2Cc2ccccc2Cl)n(C)c1=O	-33	2
O=C(NC1CCCCC1)C1CCCN1S(=O)(=O)c1cccc2nsnc12 (stereo unspecified)	-5	-4
CCCOc1ccc(CC(CC(=O)O)(C(=O)O)C(=O)O)cc1	-1	8
CCOC(=O)c1ccc(NC(=O)Cn2cnc(S(=O)(=O)N3CCCC3)c2)cc1	7	-1
Cc1ccc(CCN2C(=O)CCC2(C)C(=O)NCc2cccnc2)cc1 (stereo unspecified)	8	6
O=C(Cc1c(Cl)cccc1Cl)NCCc1ccc(Cl)cc1	-6	4
COc1ccc(OCCC(=O)OCc2c(C)noc2C)cc1	3	1
CCOC(=O)Cc1csc(NS(=O)(=O)c2ccccc2)n1	7	-6
CC(C)CCOc1ccc(C(=O)O)cc1	16	-1
O=C(O)Cc1ccc(C(=O)c2ccc(Cl)cc2)s1	-1	4
CCOc1ccc(S(=O)(=O)Nc2ccccc2SC)cc1	7	10
Cc1ccc(NC(=O)c2c(O)c3ccccc3n(C)c2=O)nc1	-20	-2
C#CCOCCOCCOCCNc1nc(N2CCN(C(=O)[C@H](CCC(=O)O)n3cc(C(N)CC(C)C)nn3)CC2)nc(N2CCN(C(=O)[C@H](Cc3ccc(O)cc3)n3cc(C(N)CC(C)C)nn3)CC2)n1 (stereo partly specified)	1	0
CN(C)c1ccc(/C=N/c2cc(-c3ccccc3)nn2-c2ccccc2)cc1	9	6
COc1ccccc1N1CCN(C(=O)c2ccc(S(=O)(=O)N3CCCCCC3)cc2)CC1	127*	-8
CCCCC1(CCCC)NC(=S)N(Nc2ccc(C)cc2)C1=O	-25	-6
COC(=O)c1ccc(-n2c(CCC(=O)O)ccc2-c2ccc(C)cc2)cc1	-2	-5
CCn1cnc2c1c(=O)n(CC(=O)N1CCc3ccccc31)c(=O)n2Cc1ccccc1	0	7
c1ccc(-c2csc(N3CCOCC3)n2)cc1	2	-2
COc1ccccc1C1CN(c2ccc(F)cc2F)N=C1c1cccs1 (stereo unspecified)	?	-3
CCSc1ccccc1C(=O)Nc1cccnc1	-3	-6
O=C(NCC1CCCO1)c1c(O)c2cccc3c2n(c1=O)CC3 (stereo unspecified)	-7	3
Cc1oc2c(c1C(=O)c1ccccc1)C(=O)C(=O)c1ccccc1-2	-18	13
COc1ccccc1S(=O)(=O)Cc1ccc(C(=O)NCc2cccs2)o1	-5	3
CC(=O)N(C(C)=O)c1cccc2c(N(C(C)=O)C(C)=O)cccc12	0	-5
Additional structures
SMILES	C2C12 statin	PglD DTNB
CN1CCN(P(=O)(c2ccccc2)c2nc3ccccc3s2)CC1 (stereo unspecified)	-3	0
Cc1cc(OCCOc2cccc3cccnc23)c(C)cc1Cl	-137	-4
Cc1nn(-c2ccccc2)c(C)c1NC(=O)COc1ccc(Cl)cc1Cl	3	3
COC(=O)C(Cc1ccc(O)cc1)NC(=O)c1ccccc1OC (stereo unspecified)	6	-2
Cc1ccc(N2CC(C(=O)Nc3ccncc3)CC2=O)cc1 (stereo unspecified)	4	2
CCOC(=O)c1c(-c2cccs2)csc1NC(=O)CN1CC(C)OC(C)C1 (stereo unspecified)	-10	-3
COc1ccc(CCn2c(N)c(C(=O)NCc3ccco3)c3nc4ccccc4nc32)cc1OC	-23	4
COC(=O)c1[nH]c2cccc(Cl)c2c1NC(=O)CN1CCCCC1C (stereo unspecified)	10	-4
O=C(CN(Cc1ccco1)C(=O)CCC(=O)Nc1nccs1)NCc1ccccc1	-14	1
CNC(=O)C1CC(=O)N(Cc2ccc3c(c2)OCO3)C(=Nc2ccc(OC)cc2)S1 (stereo unspecified)	30	2
CCS(=O)(=O)c1ccc(S(=O)(=O)CC)s1	5	9
O=C(Cc1ccc(S(=O)(=O)N2CCCC2)s1)NC1CCCCCC1	-18	1
C=CCc1cccc(CNc2nc3ccccc3n2CCN2CCOCC2)c1O	1	-3
Cc1ccc2[nH]c(=O)c(CN(Cc3ccc4c(c3)OCO4)Cc3nnnn3Cc3ccco3)cc2c1	7	12
CCN1C(=NCCc2cccs2)N[C@@H](c2cccs2)C(C(=O)OC)=C1C	-134	1

Not a retest: 22 of the compounds above.
SMILES	C2C12 statin	PglD DTNB
CCCCC1(CCCC)NC(=S)N(Nc2ccc(C)cc2)C1=O	-25	-6
COC(=O)c1ccc(-n2c(CCC(=O)O)ccc2-c2ccc(C)cc2)cc1	-2	-5
CCn1cnc2c1c(=O)n(CC(=O)N1CCc3ccccc31)c(=O)n2Cc1ccccc1	0	7
c1ccc(-c2csc(N3CCOCC3)n2)cc1	2	-2
COc1ccccc1C1CN(c2ccc(F)cc2F)N=C1c1cccs1 (stereo unspecified)	?	-3
CCSc1ccccc1C(=O)Nc1cccnc1	-3	-6
O=C(NCC1CCCO1)c1c(O)c2cccc3c2n(c1=O)CC3 (stereo unspecified)	-7	3
Cc1oc2c(c1C(=O)c1ccccc1)C(=O)C(=O)c1ccccc1-2	-18	13
COc1ccccc1S(=O)(=O)Cc1ccc(C(=O)NCc2cccs2)o1	-5	3
CC(=O)N(C(C)=O)c1cccc2c(N(C(C)=O)C(C)=O)cccc12	0	-5
CN1CCN(P(=O)(c2ccccc2)c2nc3ccccc3s2)CC1 (stereo unspecified)	-3	0
Cc1cc(OCCOc2cccc3cccnc23)c(C)cc1Cl	-137	-4
Cc1nn(-c2ccccc2)c(C)c1NC(=O)COc1ccc(Cl)cc1Cl	3	3
COC(=O)C(Cc1ccc(O)cc1)NC(=O)c1ccccc1OC (stereo unspecified)	6	-2
Cc1ccc(N2CC(C(=O)Nc3ccncc3)CC2=O)cc1 (stereo unspecified)	4	2
CCOC(=O)c1c(-c2cccs2)csc1NC(=O)CN1CC(C)OC(C)C1 (stereo unspecified)	-10	-3
COc1ccc(CCn2c(N)c(C(=O)NCc3ccco3)c3nc4ccccc4nc32)cc1OC	-23	4
COC(=O)c1[nH]c2cccc(Cl)c2c1NC(=O)CN1CCCCC1C (stereo unspecified)	10	-4
O=C(CN(Cc1ccco1)C(=O)CCC(=O)Nc1nccs1)NCc1ccccc1	-14	1
CNC(=O)C1CC(=O)N(Cc2ccc3c(c2)OCO3)C(=Nc2ccc(OC)cc2)S1 (stereo unspecified)	30	2
CCS(=O)(=O)c1ccc(S(=O)(=O)CC)s1	5	9
O=C(Cc1ccc(S(=O)(=O)N2CCCC2)s1)NC1CCCCCC1	-18	1

(cont.)
SMILES	C2C12 statin	PglD DTNB
Cc1cccc(CSc2nnc(NC(=O)CSc3nnc(C)s3)s2)c1	-10	-6
COc1ccc(-c2nnn(CC(=O)N(C3CCCCC3)C(C)C(=O)NC3CCCC3)n2)cc1OC (stereo unspecified)	6	-2
C=CCn1c(SCC(=O)NCc2ccc3c(c2)OCO3)nc2scc(-c3ccc(F)cc3)c2c1=O	2	0
CCOC(=O)N=S(=O)(Oc1ccc([N+](=O)[O-])cc1)c1ccccc1 (stereo unspecified)	6	-1
Cc1ccnc(N2CCC(C(=O)Nc3ccc4c(c3)OCO4)CC2)n1	-7	2
COc1ccc(-c2cc(-c3ccc(F)cc3)nc(N3CCN(C)CC3)n2)cc1	2	0
COc1ccc(Nc2nc(N3CCCC3)nc(N3CCCC3)n2)c(OC)c1	-28	-1
Cn1c(=O)c2c(ncn2CC(=O)OCC(=O)NC2CCCc3ccccc32)n(C)c1=O (stereo unspecified)	88*	2
COC(=O)CC(NC(=O)c1ccco1)c1cccc2ccccc12 (stereo unspecified)	-10	-16
CC1CCc2c(sc(NC(=O)Cn3nc(C(F)(F)F)c4c3CCCCC4)c2C#N)C1 (stereo unspecified)	-12	5
Cc1cc(C)n(-c2cc(N3CCN(C(=O)c4ccc(C(C)(C)C)cc4)CC3)ccc2[N+](=O)[O-])n1	6	-5
C[N+]1(CCN2C(=O)C3CC=C(Cl)CC3C2=O)CCOCC1 (stereo unspecified)	5	1
COc1ccc(-c2nc3cnccn3c2NCc2ccccc2)cc1SC1CCCCC1	-9	2
O=C(COC(=O)c1ccco1)NC1CCCCC1	-2	5
COc1ccc(S(=O)(=O)N(CCc2ccccc2)CC(=O)O)cc1C	28	-3
CCn1c(SCC(=O)N2CCCC2)nc2ccccc2c1=O	1	-1
O=C(OCC(=O)N1CCN(C(=O)c2ccco2)CC1)c1ccccc1OCc1ccccc1	-5	7
O=C(NCCN1CCOCC1)c1cc(-c2ccc(Br)cc2)on1	2	3
Cc1ccc(NC(=O)C(=O)c2c(-c3ccccc3)cc3ccccn23)cc1S(=O)(=O)N1CCOCC1	-14	0
CCOC(=O)c1cc(NC(=O)Nc2ccccc2OC)c(C)nc1C	-16	-2
OC(COc1ccc2ccccc2c1)Cn1cncn1 (stereo unspecified)	-9	3
CCOc1ccc(C(=O)NCC(=O)OC2CCOC2=O)cc1OCC (stereo unspecified)	0	5
Cn1c(C(=O)NCC2CCCO2)cc2c(=O)[nH]c3ccccc3c21 (stereo unspecified)	4	1
CCOc1ccccc1OCCCCN1CCCC1	4	2
Cc1cccc(C)c1NC(=O)c1ccc(CN2CCc3ccccc3C2)cc1	19	1
O=C(Nc1ccc(-n2cnnn2)cc1)C1CCC1	14	3
Cc1ccc(C(=O)Nc2ccc3c(c2)OCO3)cc1S(=O)(=O)N1CCCCC1	-7	-4
O=C(c1ccccc1)c1c[nH]c(C(=O)NCCCn2ccnc2)c1	3	-5
Cc1nc(C)n(CC(O)COc2ccc(C(=O)c3ccccc3)cc2)n1 (stereo unspecified)	0	-11
O=C(Nc1cccc2c1[nH]c1ccccc12)C(F)(F)F	2	-2
Cc1ccc(NC(=O)N2CCN(Cc3ccc4c(c3)OCO4)CC2)cc1	6	-3
C=CCN(CC=C)C(=S)NC(=O)c1ccc(OC)c(Br)c1	-27	-3
COc1ccc(NC(=O)C2CCN(c3nc(C)nc4c3CCC4)CC2)cc1	14	3
O=C(CC(=O)Nc1ccccn1)Nc1ccccn1	11	3
O=S(=O)(c1ccc(N2CCOCC2)nc1)N1CCOCC1	10	1
O=C1NCCN1C(=O)c1ccccc1F	2	-2
O=C(c1ccccc1-c1nc(-c2ccccc2)no1)N1CCOCC1	1	-1
COC(=O)c1cccc(Nc2nc3ccccc3nc2C)c1	-20	-3
CCOC(=O)CN1C(=O)COc2ccc(Cl)cc21	-6	3
